Tb MetRS inh – blocks T. brucei methionyl-tRNA synthetase activity; purified T. brucei MetRS, ATP depletion, Kinase-Glo luminescence; inhibition, % at 11.9 µM; AID 624268; 360,000 tested, 0.4% active;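 active = inhibition above a per-plate cutoff of the control wells' mean inhibition plus 3 SD, cut at about 5.5% in these data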;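 note: 0% = DMSO wells median and 100% = median of wells with control inhibitor compound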
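Dosing: 11.9 µM compound single dose, 0.9% DMSO; Assay system: purified T. brucei MetRS enzyme; Measured by: Kinase-Glo luciferase luminescence reporting remaining unconsumed ATP; Schedule: 15 min plus 2 h at 25 °C.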
DNMT1 inh – blocks human DNA methyltransferase DNMT1; inhibition (reported as % activation of signal), % at 10 µM; 360,000 tested, 0.83% active; DNMT1 molecular beacon, Hinp1I cleavage, fluorescence; P26358; in the data active = inhibition above about 50%
Target sequence (P26358 504-1616 limits assumed): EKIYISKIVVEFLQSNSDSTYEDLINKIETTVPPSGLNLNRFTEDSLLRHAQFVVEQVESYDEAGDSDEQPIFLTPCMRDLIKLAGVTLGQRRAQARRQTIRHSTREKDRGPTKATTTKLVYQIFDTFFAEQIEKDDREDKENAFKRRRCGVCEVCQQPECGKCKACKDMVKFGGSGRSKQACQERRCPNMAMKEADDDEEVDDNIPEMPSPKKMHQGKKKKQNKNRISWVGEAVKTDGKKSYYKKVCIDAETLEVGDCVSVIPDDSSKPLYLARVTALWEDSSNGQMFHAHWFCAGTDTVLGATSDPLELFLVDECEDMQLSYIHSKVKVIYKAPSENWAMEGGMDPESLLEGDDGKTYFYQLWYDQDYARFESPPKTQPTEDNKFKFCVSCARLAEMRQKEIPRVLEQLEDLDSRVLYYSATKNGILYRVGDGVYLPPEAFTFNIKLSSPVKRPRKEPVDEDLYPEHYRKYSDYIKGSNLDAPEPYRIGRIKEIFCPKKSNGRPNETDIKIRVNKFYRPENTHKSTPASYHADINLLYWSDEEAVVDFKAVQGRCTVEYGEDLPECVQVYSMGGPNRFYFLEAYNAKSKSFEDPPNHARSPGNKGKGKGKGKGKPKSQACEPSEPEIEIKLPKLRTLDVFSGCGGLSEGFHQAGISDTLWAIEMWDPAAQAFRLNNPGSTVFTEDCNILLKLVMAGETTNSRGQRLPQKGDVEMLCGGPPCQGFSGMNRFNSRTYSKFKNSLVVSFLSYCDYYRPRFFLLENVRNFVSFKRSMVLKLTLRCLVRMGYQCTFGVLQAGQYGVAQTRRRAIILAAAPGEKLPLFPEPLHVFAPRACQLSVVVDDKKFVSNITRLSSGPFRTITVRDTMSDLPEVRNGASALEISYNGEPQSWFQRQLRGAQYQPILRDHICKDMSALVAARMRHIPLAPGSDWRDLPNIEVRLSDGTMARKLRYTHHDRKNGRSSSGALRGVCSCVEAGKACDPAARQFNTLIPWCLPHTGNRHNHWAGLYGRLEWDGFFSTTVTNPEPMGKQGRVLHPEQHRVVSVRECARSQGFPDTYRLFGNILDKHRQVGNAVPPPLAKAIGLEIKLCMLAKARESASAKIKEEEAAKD
Scp1 inh – inhibitors of human Scp-1 phosphatase. Q9GZU7. Recombinant Scp1, phosphopeptide, malachite green phosphate absorbance. inhibition, % at 20 µM. 340,000 tested, 0.88% active;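 active = inhibition above about 50% at 20 µM, limit read from the data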;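 note: plate controls were DMSO wells with enzyme for no effect and wells lacking enzyme for full effect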
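Test system – truncated SCP-1 phosphatase (76-261aa) · Reagent – Phosphorylated 17-residue peptide substrate · Incubation – 45 min room-temperature reaction, 5 min colour, 30 min stabiliser · Detection – colorimetric phosphate reagent with accelerator and stabiliser, absorbance at 630 nm · Measure – % inhibition at 20 µM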
LMPTP inh – blocks human LMPTP phosphatase | recombinant LMPTP-A, OMFP fluorogenic substrate, fluorescence intensity | 360,000 tested, 0.22% active | AID 651560 | inhibition, % at 20 µM;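 active = compounds that cut the enzyme signal by at least half of the control window in the single-dose screen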;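 note: plate controls were DMSO wells with enzyme plus substrate for no effect and substrate without enzyme for full effect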
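Test system: LMPTP-A phosphatase enzyme. Amount: LMPTP-A at 0.625 nM final in the reaction. Reagent: OMFP substrate, 400 µM final. Times: 50 min at room temperature. Signal: endpoint fluorescence intensity from OMFP dephosphorylation. Read-out basis: % inhibition. Benchmarks: no-enzyme and uninhibited controls.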
CendR NRP1 mod – NRP-1/CendR interaction modulation | FAM-RPARPAR peptide binding to NRP-1, fluorescence polarization | inhibition, % at 25 µM | 360,000 tested, 0.85% active | AID 602438;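 active = inhibition or corrected inhibition above about 18%, plus a signal ratio from 0.5 to 1.5, limit read from the data, passing the limit was not always enough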; note: strong numbers were not always called active
SKN-1 block – inhibitors of C. elegans SKN-1; C. elegans VP596 Pgst-4::GFP/RFP ratio, acrylamide-induced, 24 h; inhibition, % at 21.8 µM; 360,000 tested, 0.49% active; AID 624304;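 active = interference check ratio from 0.5 to 1.5 plus GFP to RFP signal ratio inhibition reaching or exceeding a fixed threshold, cut at about 30% in these data, passing the limit was not always enough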; note: some compounds called inactive have numbers as strong as hits
NadD block – inhibitors of Staphylococcus aureus NadD. inhibition, % at 20 µM. purified NadD enzyme, colorimetric absorbance read-out. 360,000 tested, 0.78% active. AID 602399; in the data active = inhibition above about 26%; note: some compounds past the cut are filed as inactive
STEP block – blocks human striatal-enriched tyrosine phosphatase; P54829; recombinant STEP, OMFP fluorogenic substrate, fluorescence; inhibition, % at 20 µM; 360,000 tested, 0.25% active; AID 588621;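 active = inhibition at 20 µM, scaled per plate between control wells, above about 37%, limit read from the data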;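 note: 0% = DMSO with enzyme and substrate and 100% = substrate only without enzyme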
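System: STEP (striatal-enriched tyrosine phosphatase) enzyme, cell-free; medium: Bis-Tris pH 6.0 buffer with DTT, detergent; dosing: 20 µM, 1% DMSO; times: reaction 20 min, ambient temperature; detection: fluorescence, 480/540 nm; read-out basis: normalized % inhibition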
Neddyl block – blocks human cullin neddylation | P61081+Q13564 | TR-FRET cullin neddylation, biochemical | calls only at 25 µM | 360,000 tested, 0.58% active | AID 651699; in the data active = inhibition above about 36%
SUMO1-SIM PPI – alters human SUMO1 binding to SIM partners | P63165 | 360,000 tested, 0.33% active | AID 602429 | inhibition, % at 20 µM | SUMO1 binding to a labelled peptide, TR-FRET, 1 h; in the data active = inhibition above about 37%
* = called active by the depositor; i = inactive; · = no result given; + = active, no number. This is a random part of the collection. Share with any hit: about 4.6%.

SMILES	Tb MetRS inh	DNMT1 inh	Scp1 inh	LMPTP inh	CendR NRP1 mod	SKN-1 block	NadD block	STEP block	Neddyl block	SUMO1-SIM PPI
Cc1cc(N2CCOCC2)nc2ccc(NC(=S)NC(C)C)cc12	-1.3	-7	-1	0.7	-1	-1	-5	2	+	-1
O=C(NC(=S)Nc1ccc(CN2CCCCC2)cc1)c1cccc(OCc2ccccc2)c1	0.0	-5	2	5.0	-8	9	-1	6	i	-21
COc1ccc(Cl)cc1NC(=O)COc1ccc2c(c1)OCO2	-0.2	2	-2	1.9	-2	-26	2	1	i	1
CN[C@H](C)C(=O)NC[C@H]1O[C@@H](n2cnc3c(N)ncnc32)[C@H](O)[C@@H]1O	0.2	0	4	-2.6	0	-10	-6	-2	i	0
O=C(O)CCC(=O)Nc1ccc(Br)cc1C(=O)c1ccccc1	0.5	-2	-4	0.0	-4	-7	-7	-4	i	1
COC(=O)Cc1ccc(NC(=O)c2ccccc2Br)cc1	-0.8	1	-3	-0.4	-3	4	-7	-3	i	-2
CCOc1ccc(C(=O)N/N=C/c2ccccc2[N+](=O)[O-])cc1	0.0	-4	-1	-1.5	-2	-8	-2	2	i	-23
CCOC(=O)C1=C(C)N(c2ccc(OC)cc2)C(=O)/C1=C\c1cccs1	-0.3	-1	-4	-1.8	-20	6	1	1	i	-4
COc1ccc(C(=O)NC(Cc2ccccc2)c2ccc3c(c2)OCCCO3)cc1 (stereo unspecified)	0.3	-6	-4	-0.9	2	28	-7	2	i	-1
CCOC(=O)c1c(N)n(-c2ccc(N)cc2)c2nc3ccccc3nc12	-1.1	1	-6	1.2	3	5	1	2	i	-11
O=S(=O)(NCc1ccncc1)c1ccccc1	-0.3	1	5	-1.5	7	3	-6	1	i	-4
Cn1c(=O)c2c(ncn2CC(=O)N2CCOCC2)n(C)c1=O	-0.8	4	0	-0.5	-12	-6	1	-3	i	-1
COCCN(C(=O)c1ccc2c(c1)S(=O)(=O)N=C1CCCCCN12)c1c(N)n(CC(C)C)c(=O)[nH]c1=O	-0.3	2	-3	-1.5	-6	4	0	1	i	1
Cc1ccc2c(c1)[nH]c1c(=O)n(CCN3CCCCC3)cnc12	-1.3	0	-2	-0.6	21	4	-9	-5	i	0
OC(c1ccc(Cl)cc1)C(O)c1nc2ccccc2[nH]1 (stereo unspecified)	-0.1	4	-6	1.9	-18	0	2	2	i	-1
COc1cc(NC(C)CCCNC(C)C)c2ncccc2c1OC (stereo unspecified)	-0.3	-5	-3	-1.0	24*	27	-3	-2	i	-6
CCOC(=O)CNc1nc(Cl)nc(Nc2ccc(C)cc2)n1	-0.2	4	1	-1.6	-2	-5	-9	0	i	-5
COc1ccc(C(=O)NCCn2cc(SCC(=O)Nc3nnc(C)s3)c3ccccc32)cc1	0.3	-9	-2	1.0	24*	1	2	2	i	1
CCCCN1CC2([N+](=O)[O-])C=CC(=O)C([N+](=O)[O-])(C1)C2CC(=O)c1ccccc1 (stereo unspecified)	-0.1	-20	-9	0.9	-13	-1	3	2	i	-10
O=C1C2C3CCC(C3NCc3ccccc3)C2C(=O)N1Cc1ccccc1 (stereo unspecified)	-0.4	-1	7	-4.8	-4	-9	0	-2	i	-1
C/C(=N\NC(=O)c1ccc(O)cc1)c1cccc(NC(=O)c2ccccc2C)c1	-0.1	1	-5	0.8	6	-6	-1	-2	i	5
Nc1ccc(C(=O)NCC2(c3ccccc3)CCCC2)cc1	-0.6	0	-4	-1.3	-4	-1	-4	2	i	1
O=C1CC2(CCN(C(=O)c3ccccc3Br)CC2)Oc2ccccc21	-0.4	0	-1	-0.2	6	11	-1	-2	i	2
CNc1nc(-c2ccccc2)cc(C(F)(F)F)c1C#N	-0.8	5	-2	-2.7	-7	-15	-4	2	·	-1
CCCCN1C(N)=NC[C@@H]1Cc1ccccc1	-0.4	-3	-4	-1.9	5	-13	1	-2	i	4
S=C(NCc1ccco1)Nc1ccc2c(c1)OCCO2	-0.5	-8	-8	0.7	-13	25	-5	2	i	3
CC(=O)NCC1CCCN(c2nc3nonc3nc2N(C)Cc2ccccc2)C1 (stereo unspecified)	-0.4	0	-4	-1.0	3	-5	-2	1	i	-7
CCCCCOC(=O)c1cc(=O)[nH]c2ccccc12	0.0	-3	-1	1.4	2	5	3	-5	i	-9
COc1cccc(-c2nc(-c3ccc4c(c3)-c3ccccc3S4(=O)=O)c(-c3ccccc3)[nH]2)c1OC	-1.0	-5	20	1.6	8	3	21	-2	i	4
CCCCN(CCCC)c1nc2ccccc2nc1C(C#N)C(=O)NCCCOC (stereo unspecified)	0.2	10	1	0.1	128	-15	-5	-19	i	-1
CCOC(=O)C1CCN(S(=O)(=O)c2ccc(-c3ccc(=O)[nH]n3)o2)CC1	-0.1	3	3	-0.2	7	4	0	-1	i	-19
C[C@@H]1CN([C@@H](C)CO)C(=O)CCCn2cc(nn2)CO[C@H]1CN(C)S(=O)(=O)c1ccccc1F	-1.1	9	·	0.7	-13	-1	0	-3	i	3
COc1cnc(SCc2ccc(Cl)c(Cl)c2)nc1Cl	0.1	2	-8	3.1	7	14	1	1	i	0
CCOC(=O)/C=C/C(=O)Nc1ccc(S(=O)(=O)Nc2nccs2)cc1	0.5	-1	-15	-1.2	-14	9	-2	0	i	3
COc1ccc(OC)c(/C=N/NC(=O)c2cnccn2)c1	0.4	1	-7	-1.9	-10	-13	4	-1	i	-11
COC(=O)C1(C)COP(=O)(NC23CC4CC(CC(C4)C2)C3)OC1 (stereo unspecified)	-0.3	4	0	-0.3	-4	2	1	0	i	-9
Cc1ccc(-c2csc(Nc3ccc(S(N)(=O)=O)cc3)n2)o1	-0.8	-33	-1	-0.1	-42	4	9	1	i	1
CCOc1ccc(C(=O)Nc2nnc(C3=COCCO3)o2)cc1	-0.5	0	1	0.0	-9	2	2	-1	i	5
N#CC(C#N)=C(N)Nc1cccc(Cl)c1	-0.4	1	3	-1.8	-3	-1	0	-1	i	5
Cc1oc(-c2ccc(-c3ccccc3)cc2)nc1CN(C)C1CCOC1 (stereo unspecified)	-0.5	-2	-7	1.9	0	65*	-10	2	i	-13
COCCCn1c(SCC(=O)NC(C)(C)C)nnc1-c1ccccc1	-0.7	5	-4	0.2	6	0	0	11	i	0
COCCNC(=O)Cc1c(C)c2c(cc(C)c3c(C)coc32)oc1=O	0.8	6	-10	0.1	-5	2	-1	4	·	-13
O=C(/C=C/c1ccccc1)NNC(=O)C1CC1	-0.6	0	2	0.4	6	-18	-4	-2	i	-4
CCN(C[C@H]1N[C@@](CC)(C(=O)OC)[C@H]2C(=O)N(C)C(=O)[C@@H]12)C(=O)Nc1ccc(C(F)(F)F)cc1	0.4	0	-11	-1.9	1	6	-2	1	i	4
CC(NC(=O)c1ccccc1)c1nnc(SCC(=O)NC2=NCCS2)n1C (stereo unspecified)	0.4	-1	1	-1.7	-3	-3	-3	-4	i	9

High-throughput results from PubChem BioAssay.
